Bioassay records from PubChem.
TDP43 rescue: rescues yeast growth from TDP-43 toxicity. TDP-43 expressing yeast growth rescue, BacTiter-Glo, 24 h. Potency, µM (titrated, usually from 46.1 µM), for inactives: top-dose growth rescue (activation), hits mostly activators. actives 1.8% (n = 410,000); further: potency means the concentration at half of the fitted maximal effect; % of control where 0% means no effect; nearly all actives have a fitted effect of over 50% in size
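Yeast expressing TDP-43 (pregrown in raffinose, seeded at OD600=0.02 in galactose medium) exposed to compounds 24 hr at 30 deg C. Growth read by BacTiter-Glo luminescence; rescue of toxicity appears as increased signal.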
PTHR1 agonist: PTHR1 (human) receptor agonism. Q03431. HEK293 GP2 PTHR1 cells, GloSensor cAMP luminescence, 1 h. Potency, µM (top dose mostly 115 µM), for inactives: at the top dose activation, hits mostly activators. actives 0.075% (n = 410,000); further: potency means the concentration at half of the fitted maximal effect; nearly all actives have a fitted effect of over 55% in size; some results filed as inactive show a strong effect at the top dose; inactives centre near -15; many of its hits are not listed in these tables
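HEK-293-derived GP2 cells expressing PTHR1 and a GloSensor cAMP reporter, 3,000/well, plated overnight, given luciferin plus IBMX (each 0.5 mM as added) for 1 h at 37 °C, then compound for 1 h at 37 °C. Luminescence was read after 15 min at room temperature.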
aSyn rescue: alpha-synuclein toxicity inhibition in yeast | Yeast expressing alpha-synuclein, growth rescue, BacTiter-Glo, 24 h | Potency, µM (titrated, usually from 46.1 µM), for the others: top-dose growth rescue (activation), actives largely listed as activators | actives 0.14% (n = 370,000); further: potency means the concentration at half of the fitted maximal effect; % of control where 0% means no effect; nearly all actives have a fitted effect of over 65% in size
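Screening used galactose-induced yeast with toxic alpha-synuclein levels, exposed to compound for 24 hr at 30 deg C. Cell growth, read with BacTiter-Glo luminescence, gave the measured signal.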
GLP-1R agonist: GLP-1 receptor (human) agonism; P43220; HEK293 GLP-1R CRE-luciferase, luminescence, 4-6 h; cells express a hypersensitive GLP-1R form; Potency, µM (series often up to 45.6 µM), inactives show at the highest dose activation, actives largely listed as activators; actives 0.007% (n = 380,000); AID 624172; further: potency means the concentration at half of the fitted maximal effect; % of control where 0% means no effect
Target sequence (P43220 whole entry, looked up): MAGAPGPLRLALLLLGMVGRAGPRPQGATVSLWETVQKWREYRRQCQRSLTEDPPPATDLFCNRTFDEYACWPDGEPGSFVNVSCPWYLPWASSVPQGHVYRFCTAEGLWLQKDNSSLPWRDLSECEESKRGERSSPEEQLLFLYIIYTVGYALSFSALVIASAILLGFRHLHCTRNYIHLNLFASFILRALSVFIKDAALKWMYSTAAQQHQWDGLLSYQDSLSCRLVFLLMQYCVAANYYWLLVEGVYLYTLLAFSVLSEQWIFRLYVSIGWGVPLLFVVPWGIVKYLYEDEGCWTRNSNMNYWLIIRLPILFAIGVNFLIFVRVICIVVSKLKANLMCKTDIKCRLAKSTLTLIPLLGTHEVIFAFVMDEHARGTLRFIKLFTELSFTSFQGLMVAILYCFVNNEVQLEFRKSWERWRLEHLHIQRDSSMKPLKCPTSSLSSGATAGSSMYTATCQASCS
Abeta yeast res: compounds reversing amyloid beta toxicity in yeast | yeast expressing A-beta42, growth rescue, OD600, 48 h; response scale: 0% DMSO, 100% iron-clioquinol control | actives 0.063% (n = 410,000) | Potency, µM (highest dose often 46.1 µM), inactives show at the top dose growth rescue, usual class: activators | AID 1347071; further: potency means the concentration at half of the fitted maximal effect; nearly all actives have a fitted effect of over 55% in size
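Yeast growth medium received pinned compounds, then yeast cells expressing toxic A-beta were added; plates incubated at 30 C for 48 hr. Growth read as absorbance at 600 nm, normalized to DMSO and equimolar FeCl3 plus clioquinol controls.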
DRD3 antagonist: blocks the human D3 dopamine receptor | max response, negative = inhibition, % | AID 652054 | actives 2.5% (n = 360,000) | P35462 | D3R cells, DiscoveRx beta-arrestin luminescence, antagonist mode; hits give low values; in the data active means max response below about -50%; inconclusive means no clear call, values can overlap the other calls; further: on the % scale 0 is the no-effect control and ±100 the full control effect; mostly tested at two doses, the higher about 12 µM
Target sequence (P35462 whole entry, looked up): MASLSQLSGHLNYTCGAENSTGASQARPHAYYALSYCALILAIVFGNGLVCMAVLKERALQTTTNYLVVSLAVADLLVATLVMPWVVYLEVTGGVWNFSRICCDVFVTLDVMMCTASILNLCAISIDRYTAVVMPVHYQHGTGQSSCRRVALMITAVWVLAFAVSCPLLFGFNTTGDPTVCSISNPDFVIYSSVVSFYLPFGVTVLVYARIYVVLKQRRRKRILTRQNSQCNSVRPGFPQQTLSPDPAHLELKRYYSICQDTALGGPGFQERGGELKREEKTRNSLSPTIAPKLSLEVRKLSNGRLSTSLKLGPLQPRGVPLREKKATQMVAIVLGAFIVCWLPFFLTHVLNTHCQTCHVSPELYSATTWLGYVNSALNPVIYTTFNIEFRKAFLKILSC
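Cells expressing the human receptor were seeded at 1500 cells/well, incubated overnight at 37 degrees C in 5% CO2, then exposed to library compounds with dopamine controls for 90 minutes at 37 degrees C before luminescent detection.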
GLP-1R inv ag: acts as inverse agonist at human GLP-1 receptor | HEK293 GLP-1R CRE-luciferase, luminescence, 24 h; GLP-1R form is constitutively active | Potency, µM (highest dose often 38.3 µM), without a hit: at the highest dose activity change, negative = inhibition, usual class: inhibitors | P43220 | actives 1.6% (n = 410,000) | AID 624417; further: potency means the concentration at half of the fitted maximal effect; on the % scale 0 is the no-effect control and ±100 the full control effect; nearly all actives have a fitted effect of over 55% in size
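Inverse agonists were sought by their lowering of basal cAMP reporter luciferase output in HEK293 cells stably carrying constitutively active human GLP-1R, after 24 h compound treatment.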
Akt phos inh: blocks phosphorylation of Akt. Neuro2A IGF-stimulated pAkt S473 HTRF, 20 min; hits give low values. activity change, % for hits at 50 µM. actives 0.32% (n = 360,000). AID 651550; in the data active means activity change below about -80%; inconclusive means mostly about -51% to -80%; further: on the % scale 0 is the no-effect control and ±100 the full control effect
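Single-point screen (50 µM final compound) in Neuro2A cells stimulated 20 min with 6 nM IGF at 37 deg C. After lysis, Ser473-phosphorylated Akt read by HTRF (ex 330 nm, em 615/665 nm) as the 665/615 ratio.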
FUS suppressor: FUS proteinopathy suppression in yeast | Potency, µM (top dose mostly 76.6 µM), inactives show at the top dose growth rescue (activation), usual class: activators | S. cerevisiae FUS-expressing, growth rescue, OD600, 24 h | actives 0.24% (n = 390,000);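 further: potency means the concentration at half of the fitted maximal effect; plate controls were DMSO vehicle for no effect and reference control for full effect; nearly all actives have a fitted effect of over 55% in size; some results filed as inactive show a strong effect at the top dose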
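Quantitative HTS measuring growth restoration of FUS-toxic yeast. Galactose-induced cells (OD 0.005) were exposed 24hr at 30C to compounds at several concentrations, then absorbance at 600 nm was recorded.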
* hit, by the source's call; i = inactive; ? = inconclusive; . = no result given; [ ] = dose if it differs, or a comment. Unless noted, the call rests on the fitted dose curve; in most records, active means well fitted curve in the direction sought with a large enough effect; inconclusive means small, poorly fitted or top-dose-only effect, or another doubt; inactive means no such curve, though single readings can be large; an effect the other way counts as inactive or inconclusive. This is a subset (hit frequency here may not be typical).

Codes – A = TDP43 rescue; B = PTHR1 agonist; C = aSyn rescue; D = GLP-1R agonist; E = Abeta yeast res; F = DRD3 antagonist; G = GLP-1R inv ag; H = Akt phos inh; I = FUS suppressor
O=S(=O)(c1ccc2c(c1)OCCO2)N1CCC(O)(c2ccc(Cl)cc2)CC1
  A = ?	B = -4%	C = 0%	D = -16%	E = -26%	F = -21	G = ?	H = i	I = 44%

CCOC(=O)N1CCN(S(=O)(=O)c2cc(Br)cc3c2N(C(=O)CC)CC3)CC1
  A = 9%	B = i	C = -1%	D = -9%	E = 4%	F = 2	G = 0%	H = i	I = 3%

CCCCN(C)c1ncnc2c1cnn2-c1cccc(Cl)c1
  A = 13µM*	B = -43%[inhibitor]	C = .	D = .	E = -33%	F = .	G = -3%	H = .	I = -24%

CCCn1c(=O)c(C(=O)NCc2ccc(OC)c(OC)c2)c(O)c2ccccc21
  A = -3%	B = -12%[57.5 µM]	C = 17%	D = -7%	E = -24%	F = 28	G = 0%	H = i	I = 16%

O=C(NCc1ccccc1)c1ccc(Br)cc1Br
  A = 10%	B = i	C = 6%	D = -3%	E = 21%	F = 10	G = -26%	H = i	I = -12%

C=CCn1cnc2c(c1=O)c1nc3ccccc3nc1n2/N=C/c1cccc(OC)c1OC
  A = 2%	B = i	C = -13%	D = -9%	E = -6%	F = 21	G = 1%	H = i	I = -8%

COc1cccc(COC(=O)CSCC(=O)Nc2ccc(C)cc2)c1OC
  A = -12%	B = -2%	C = -7%	D = 10%	E = -18%	F = -14	G = 0%	H = i	I = 10%

CCCCCNC(=O)c1cc2c(=O)n3ccccc3nc2n1C
  A = 0%	B = -6%	C = .	D = .	E = -3%	F = .	G = 52%[activator]	H = .	I = -15%

C=CCNc1nc(C(=O)OCC(=O)c2ccc(Cl)cc2)cs1
  A = -6%	B = i	C = 0%	D = 0%	E = 10%	F = 3	G = -19%	H = i	I = 29%

Cc1c(C(=O)N2CCCC2)oc2c1-c1nn(CC(=O)NCc3cccc(F)c3)cc1CC2
  A = 27%	B = -30%	C = .	D = .	E = 5%	F = .	G = 2%	H = .	I = 21%

In a second layout: results already given
Every second line gives: TDP43 rescue	PTHR1 agonist	aSyn rescue	GLP-1R agonist	Abeta yeast res	DRD3 antagonist	GLP-1R inv ag	Akt phos inh	FUS suppressor
> CCOC(=O)N1CCN(S(=O)(=O)c2cc(Br)cc3c2N(C(=O)CC)CC3)CC1
 : 9%	i	-1%	-9%	4%	2	0%	i	3%
> CCCCN(C)c1ncnc2c1cnn2-c1cccc(Cl)c1
 : 13µM*	-43%[inhibitor]	.	.	-33%	.	-3%	.	-24%
> CCCn1c(=O)c(C(=O)NCc2ccc(OC)c(OC)c2)c(O)c2ccccc21
 : -3%	-12%[57.5 µM]	17%	-7%	-24%	28	0%	i	16%
> O=C(NCc1ccccc1)c1ccc(Br)cc1Br
 : 10%	i	6%	-3%	21%	10	-26%	i	-12%

(list continues)
Codes – A = TDP43 rescue; B = PTHR1 agonist; C = aSyn rescue; D = GLP-1R agonist; E = Abeta yeast res; F = DRD3 antagonist; G = GLP-1R inv ag; H = Akt phos inh; I = FUS suppressor
O=C(CCC(=O)OCC(=O)c1ccccc1)NC1CCCCC1
  A = -16%	B = i	C = 0%	D = 3%	E = -3%	F = 2	G = -18%	H = i	I = 6%

Cc1cc(C)n(CC(O)Cn2cnc3c2c(=O)n(C)c(=O)n3C)n1 (configuration not stated)
  A = -19%	B = -10%[57.5 µM]	C = -14%	D = -9%	E = 3%	F = 15	G = 6%	H = i	I = -3%

Cc1ccccc1NC(=O)CN1CCC(C(=O)c2ccc3c(c2)OCCO3)CC1
  A = -24%	B = -13%	C = -2%	D = 16%	E = -5%	F = -3	G = -15%	H = i	I = 28%

CC/C(=N\NC(=S)NC(C)C)c1ccc(OC)c(OC)c1
  A = -10%	B = i	C = 5%	D = ?	E = 7%	F = 13	G = ?	H = i	I = 17%

CCn1c2ccccc2c2cc(NC(=O)CSc3nccc(=O)[nH]3)ccc21
  A = 10%	B = -8%	C = 16%	D = -2%	E = -3%	F = -5	G = 11%[7.66 µM]	H = i	I = 11%

CCC(=O)NCCn1ccc2ccccc21
  A = 1%	B = i	C = -5%	D = 1%	E = -1%	F = -2	G = 4%	H = i	I = -13%

Cc1ccc(S(=O)(=O)N(C)CCCC(=O)N2CCCCC2)cc1
  A = -12%	B = i	C = 0%	D = 0%	E = -15%	F = -7	G = 9%	H = i	I = -10%

CCn1c(SCC(=O)Nc2nccs2)nnc1-c1ccc(S(=O)(=O)N2CCCCC2)cc1
  A = -3%	B = -34%[inhibitor]	C = -2%	D = -6%	E = 8%	F = 26	G = 4%	H = i	I = ?

O=C(CN1CCN(S(=O)(=O)c2ccc(F)c(Cl)c2)CC1)N1CCc2ccccc21
  A = 20%	B = -13%	C = 8%	D = -8%	E = 3%	F = 2	G = ?	H = i	I = .

O=C(NCc1cccc(OC(F)(F)F)c1)C1CCC(=O)N(Cc2cccc(F)c2)C1 (configuration not stated)
  A = 22%	B = -7%	C = 7%	D = 2%	E = 7%	F = 0	G = ?	H = i	I = 24%

CCC(=O)N1CCc2cc(CNS(=O)(=O)c3ccc(Br)s3)ccc21
  A = 11µM*	B = i	C = .	D = .	E = 1%	F = .	G = -5%	H = .	I = 16%

CCOc1ccc(/C=C/C(=O)Oc2ccc(OC)cc2)cc1
  A = 9%	B = -19%	C = -1%	D = -18%	E = 6%	F = -7	G = 4%	H = i	I = 6%

CSc1ccc(NC(=O)C(C)N2CCN(C)CC2)cc1 (configuration not stated)
  A = 4%	B = i	C = 1%	D = -4%	E = 4%	F = 1	G = 4%	H = i	I = -17%

Cc1oc2c(C)c3oc(=O)c(CCC(=O)N4CCCCC4)c(C)c3cc2c1C
  A = 3%	B = -66%[inhibitor]	C = .	D = .	E = -20%	F = .	G = -2%	H = .	I = 4%

CN(Cc1nccn1C)C(=O)c1ccc2nc(Cc3ccccc3F)oc2c1
  A = 4%	B = -1%	C = 1%	D = 9%	E = 4%	F = 10	G = -27%	H = i	I = -7%

NS(=O)(=O)c1ccc(NC(=O)C(=O)NCCC(=O)O)cc1
  A = -4%	B = 5%	C = -1%	D = 1%	E = 15%	F = -24	G = 14%	H = i	I = -11%

CC(C)(O)c1cc2ccccc2c(=O)o1
  A = -20%	B = 5%	C = -6%	D = 10%	E = -14%	F = -19	G = 6%	H = i	I = -5%

COC(=O)c1sccc1NC(=O)C1CCCCC1C(=O)O (configuration not stated)
  A = -1%	B = i	C = 13%	D = -6%	E = 5%	F = 15	G = -24%	H = i	I = -6%

CC(C)c1ccccc1OCCNC(=O)c1cccnc1
  A = -10%[0.397 µM]	B = -24%	C = 5%	D = 9%	E = -1%	F = 7	G = -7%	H = i	I = -2%

COc1ccccc1NC(=O)C(CC=C(Cl)Cl)C(C)=O (configuration not stated)
  A = 9%	B = i	C = 4%	D = -6%	E = -6%	F = 9	G = ?	H = i	I = 1%

CN(C)S(=O)(=O)c1ccc(NC(=O)CCCNC(=O)c2ccc(Cl)cc2)cc1
  A = -3%	B = i	C = -6%	D = -3%	E = 0%	F = -10	G = -5%	H = i	I = 31%

Cc1ccccc1NC(=O)CCN1CCc2ccccc2C1
  A = 4%	B = -21%	C = -1%	D = 9%	E = 17%	F = -79*	G = -8%[0.307 µM]	H = i	I = 6%

COc1ccc(N(C(=O)c2cnccn2)C(C(=O)NC2CCCCC2)c2cc(OC)c(OC)c(OC)c2)cc1 (configuration not stated)
  A = -19%	B = -14%	C = -2%	D = 7%	E = -9%	F = -2	G = 10%	H = i	I = 21%

C=CCN1CCN(C(=O)CCc2ccccc2)CC1
  A = 6%	B = -7%	C = -1%	D = 4%	E = -14%	F = -22	G = 9%	H = i	I = -9%

COc1ccc(NC(=O)c2oc3ccccc3c2NC(=O)C2CC2)c(OC)c1
  A = 8%	B = i	C = 3%	D = 0%	E = 11%	F = 20	G = 2%	H = i	I = -3%

O=C(c1cccc(NS(=O)(=O)c2ccc(Br)cc2)c1)N1CCN(c2ccccc2O)CC1
  A = -17%	B = -27%	C = -4%	D = 4%	E = 10%	F = -6	G = ?	H = i	I = ?

COc1ccc(N2C(=O)CN(Cc3ccc(OC)c(OC)c3)C2=S)cc1
  A = 11%	B = -2%	C = 0%	D = 23%	E = 7%	F = 9	G = 85%[activator]	H = i	I = 21%

CCOC(=O)/C(=N\Nc1cccc(Cl)c1)Sc1nnc(-c2ccc(OC)cc2)n1C
  A = 32µM*	B = -24%	C = 0%	D = -8%	E = -4%	F = -27	G = 11%	H = i	I = .

CCOC(=O)Cn1c(-c2ccc(Cl)nc2)nc2ccccc21
  A = -9%	B = -21%[57.5 µM]	C = -19%	D = 3%	E = -2%	F = -13	G = 0%	H = i	I = ?

COCCNC(=O)c1ccc2c(c1)N=C(C)c1cc(C)ccc1S2
  A = 4%	B = -3%	C = .	D = -1%	E = -2%	F = .	G = ?	H = .	I = 6%

CC(=O)c1ccc(N(C)C)cc1
  A = -5%	B = 0%[57.5 µM]	C = -4%	D = -4%	E = 9%	F = -3	G = 18%	H = i	I = 4%

COc1cc2nc3n(c(=O)c2cc1OC)-c1cc2ccccc2cc1C(=O)NC3Cc1ccccc1 (configuration not stated)
  A = 22%	B = -24%	C = 6%	D = 14%	E = 8%	F = 21	G = 12%	H = i	I = ?

CN(C)CC(C)(C)CNC(=O)c1cc(Br)cc(Br)c1O
  A = 0%	B = i	C = 2%	D = 2%	E = 8%	F = 26	G = -16%	H = i	I = -32%

O=C(c1cnccn1)N(c1ccccc1)C1(C(=O)NC2CCCC2)CCCCC1
  A = 4%	B = i	C = 1%	D = -3%	E = 14%	F = -3	G = -5%	H = i	I = 13%

COc1ccccc1OCc1ccc(C(=O)N2CCOCC2)o1
  A = 4%	B = -47%[inhibitor]	C = 8%	D = 0%	E = -3%	F = -3	G = 3%	H = i	I = .
